# STK33 kinase inh – inhibitors of purified STK33 kinase, primary screen, biochemical, ADP-Glo luminescence, homogeneous, cell-free | Serine/threonine-protein kinase 33 (Homo sapiens), Q9BYT3 | MBP phosphorylation | inhibition, % at 10 µM | 0.073% of 320,000 active | AID 2661, 2010;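 active = inhibition at or above 25%, using the most active replicate where run in duplicate; inactive = inhibition below 25%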
# Target sequence (Q9BYT3 whole entry, looked up): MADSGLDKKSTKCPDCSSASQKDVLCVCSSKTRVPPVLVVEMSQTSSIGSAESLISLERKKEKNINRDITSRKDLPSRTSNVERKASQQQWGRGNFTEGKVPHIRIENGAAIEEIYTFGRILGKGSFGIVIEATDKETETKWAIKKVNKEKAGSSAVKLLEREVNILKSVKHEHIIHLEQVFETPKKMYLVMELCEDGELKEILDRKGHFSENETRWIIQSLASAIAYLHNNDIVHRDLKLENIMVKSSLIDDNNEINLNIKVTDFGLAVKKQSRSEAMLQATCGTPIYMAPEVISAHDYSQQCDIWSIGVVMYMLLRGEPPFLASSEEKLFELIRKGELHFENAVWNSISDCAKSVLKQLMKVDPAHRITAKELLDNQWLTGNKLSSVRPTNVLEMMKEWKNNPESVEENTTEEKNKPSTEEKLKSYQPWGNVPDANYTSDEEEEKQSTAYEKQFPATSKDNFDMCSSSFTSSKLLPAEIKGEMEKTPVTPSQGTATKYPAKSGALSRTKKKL
# CHT block – inhibitors of human choline transporter CHT | High affinity choline transporter 1 (Homo sapiens), Q9GZV3 | CHT-expressing cells, membrane potential dye, choline response; hits give low values | 0.86% of 310,000 active | B-score at 10 µM;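 active = B-score over 3 SD under the library average, and starting fluorescence ratio not unusually high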;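 note: choline stimulus applied at its EC90 after an EC20 pre-addition; B-score computed on integrated fluorescence ratio after choline addition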
# Target sequence (Q9GZV3 whole entry, looked up): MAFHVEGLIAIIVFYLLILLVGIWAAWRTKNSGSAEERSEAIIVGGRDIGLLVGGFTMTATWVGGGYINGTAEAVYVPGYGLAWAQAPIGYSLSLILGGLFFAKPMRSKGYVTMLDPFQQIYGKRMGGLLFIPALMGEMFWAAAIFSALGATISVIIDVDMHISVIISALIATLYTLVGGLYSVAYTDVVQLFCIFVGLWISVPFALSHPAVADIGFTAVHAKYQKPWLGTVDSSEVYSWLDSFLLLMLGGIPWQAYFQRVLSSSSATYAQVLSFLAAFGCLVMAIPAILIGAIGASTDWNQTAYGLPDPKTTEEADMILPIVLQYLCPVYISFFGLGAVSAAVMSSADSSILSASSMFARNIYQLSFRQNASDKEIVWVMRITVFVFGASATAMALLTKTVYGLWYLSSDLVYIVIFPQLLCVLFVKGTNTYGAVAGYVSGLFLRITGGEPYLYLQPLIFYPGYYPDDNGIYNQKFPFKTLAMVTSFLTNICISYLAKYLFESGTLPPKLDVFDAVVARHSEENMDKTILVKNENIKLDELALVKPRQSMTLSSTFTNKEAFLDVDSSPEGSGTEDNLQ
# CHT allo act – CHT positive allosteric modulators, primary screen, cell-based, membrane potential dye, choline EC20. High affinity choline transporter 1 (Homo sapiens), Q9GZV3. CHT-expressing cells; hits give high values; LV-AA mutant CHT in HEK293 cells. B-score at 10 µM. 0.49% of 310,000 active. AID 488977, 2010;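 active = initial fluorescence not abnormally high and integrated response B-score, plate-corrected, over 3 SD above library mean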
# * = called active by the depositor; i = inactive; / = not tested or not shown.
# Each structure is followed by: STK33 kinase inh, CHT block, CHT allo act
O=C(CCc1nnc(Cc2c[nH]c3ccccc23)o1)NCC1CC12CCCCC2 (stereo not given)
  -2.1, i, i
COc1cc(C)nc(NC(=O)COc2ccc(Cl)cc2C)n1
  -3.1, i, i
CC1OC2(C)OC(=N)C1(C#N)C(C#N)(C#N)C2c1ccccc1 (stereo not given)
  -1.4, i, i
Nc1c(-c2ccccc2Cl)cnn1-c1cccc([N+](=O)[O-])c1
  -0.1, i, i
CSc1ccccc1C(=O)OCC(=O)NC1CCS(=O)(=O)C1 (stereo not given)
  1.4, i, i
CCOC(=O)c1nc(Nc2ccc(C)cc2)c2ccccc2n1
  -1.8, i, i
COc1ccc2c3c([nH]c2c1)C1CC2C(CC(O)C(OC)C2CO)CN1CC3 (stereo not given)
  -0.4, i, i
CC(C)=CC(=O)OCC(=O)NC(=O)NC(C)(C)C
  -0.1, i, i
CCN(C(=O)CSc1nnc(-c2ccc(F)cc2)c2ccccc12)C1CCS(=O)(=O)C1 (stereo not given)
  -0.3, i, i
COc1cc(/C=N/NC(=O)c2sc3ccccc3c2Cl)ccc1OC(=O)c1ccc([N+](=O)[O-])cc1
  -0.2, i, i
COC(=O)c1c(Cc2ccccc2Cl)c[nH]c1C
  -0.1, i, i
C/C(CC(=O)NC1C2CC3CC(C2)CC1C3)=N\NC(=O)Cc1cccs1 (stereo not given)
  -0.9, i, i
O=C(NNC(=O)C1CC(c2cccnc2)=NO1)Nc1cccc(F)c1 (stereo not given)
  -2.5, i, i
COc1ccc(CNC(=O)CN(C(=O)c2csnn2)c2ccc(C(C)=O)cc2)cc1
  -0.2, i, i
Cc1cccc(-n2cnc3c(c2=O)c2nc4ccccc4nc2n3Cc2ccco2)c1
  0.6, i, i
O=C(N/N=C/c1ccc(F)cc1)c1ccccc1
  0.1, i, i
O=C1CCCc2c1cc(-c1ccccc1)n2-c1ccccc1
  0.2, i, i
CCCCNc1cc(C)nc(NCc2ccccc2)n1
  -1.8, i, 9.17*
COc1cc2ccc(=O)oc2c(CC=C(C)C)c1OC
  -0.7, i, i
CC(C)OCCCNC(=O)CN1C(=O)c2cccc3cccc1c23
  -0.8, i, i
CC(C)CC(=O)Nc1ccc(C(=O)NNC(=S)NC(=O)C2CCCCC2)cc1
  0.1, i, i
Cc1ccc(CN2CCNC(=O)C2CC(=O)NC2CCCCCC2)o1 (stereo not given)
  -1.1, i, i
O=C(Nc1nc(-c2ccccc2)cs1)NC1CCCCC1
  -1.3, i, i
O=C(CCC1CCCN(C(=O)COc2ccccc2)C1)N1CCN(c2ccccn2)CC1 (stereo not given)
  -0.6, i, i
Cc1ccn2c(c1)nc(=S)n2C(=O)c1ccco1
  -0.3, i, i
Cc1cc(C)n2nc(C(=O)OCC(=O)N3CCC3)nc2n1
  -0.4, i, i
CCOc1ccc2ccccc2c1C(=O)N1CCOCC1
  -1.4, i, i
CN(C)c1ccc(NC(=S)NCC2CCCO2)cc1 (stereo not given)
  -0.1, i, i
COc1ccc(CCNC(=O)CSc2nncs2)cc1
  -0.7, i, i
C=CCc1ccccc1OCC(O)CN1CCN(c2ccc(OC)cc2)CC1 (stereo not given)
  -0.3, i, i

# Complete entries, quoted from the list. Order of values: STK33 kinase inh	CHT block	CHT allo act
# Shown for C/C(CC(=O)NC1C2CC3CC(C2)CC1C3)=N\NC(=O)Cc1cccs1 (stereo not given) = -0.9	i	i
# Shown for CN(C)c1ccc(NC(=S)NCC2CCCO2)cc1 (stereo not given) = -0.1	i	i

# Single values from the results shown.
# Result of `CC(C)OCCCNC(=O)CN1C(=O)c2cccc3cccc1c23` in STK33 kinase inh: -0.8
# Result of `Cc1cccc(-n2cnc3c(c2=O)c2nc4ccccc4nc2n3Cc2ccco2)c1` in STK33 kinase inh: 0.6
# Result of `COc1ccc(CNC(=O)CN(C(=O)c2csnn2)c2ccc(C(C)=O)cc2)cc1` in STK33 kinase inh: -0.2
# Result of `CC(C)=CC(=O)OCC(=O)NC(=O)NC(C)(C)C` in STK33 kinase inh: -0.1
# Result of `Nc1c(-c2ccccc2Cl)cnn1-c1cccc([N+](=O)[O-])c1` in STK33 kinase inh: -0.1

# Reformatted: results already given.
CC(C)=CC(=O)OCC(=O)NC(=O)NC(C)(C)C
  STK33 kinase inh: -0.1
  CHT block: i
  CHT allo act: i

CN(C)c1ccc(NC(=S)NCC2CCCO2)cc1 (stereo not given)
  STK33 kinase inh: -0.1
  CHT block: i
  CHT allo act: i

O=C1CCCc2c1cc(-c1ccccc1)n2-c1ccccc1
  STK33 kinase inh: 0.2
  CHT block: i
  CHT allo act: i

Cc1ccc(CN2CCNC(=O)C2CC(=O)NC2CCCCCC2)o1 (stereo not given)
  STK33 kinase inh: -1.1
  CHT block: i
  CHT allo act: i

# Next results follow:
# Each structure is followed by: STK33 kinase inh, CHT block, CHT allo act
O=C(NCc1ccc2c(c1)OCO2)C1CCC(CNS(=O)(=O)c2cccc3nsnc23)CC1 (stereo not given)
  -0.7, i, i
CCCCCCSc1nc2c(c(=O)[nH]c(=O)n2C)n1C
  -0.6, i, i
COc1cc(Nc2ccc(S(=O)(=O)N3CCN(C)CC3)cc2[N+](=O)[O-])cc(OC)c1
  -0.6, i, i
CCOC(=O)c1ccc(NC(=O)c2nc[nH]c2C(=O)N[C@@H](CCCCNC(=O)OC(C)(C)C)C(=O)OC(C)(C)C)cc1
  -1.8, i, i
CN(C)CCCN(C(=O)c1ccc2c(c1)CCCC2)c1nc2ccc(Cl)cc2s1
  -0.7, i, i
COc1cccc(-c2cc(C(F)(F)F)n3nc(C(=O)Nc4c(C)n(C)n(-c5ccccc5)c4=O)cc3n2)c1
  -1.7, i, i
CCOC(=O)C1=C(C)N(C)C(=S)NC1c1c(OCC)ccc2ccccc12 (stereo not given)
  -0.7, i, i
Cc1ccccc1N1CC(C(=O)Nc2nnc(SCc3ccccn3)s2)CC1=O (stereo not given)
  -0.4, i, i
Cc1sc2ncnc(SC(C)C#N)c2c1C (stereo not given)
  1.7, i, i
COc1ccc(NC(=O)c2cc3n(n2)C(C(F)(F)F)CC(c2ccco2)N3)cc1 (stereo not given)
  1.4, i, i
N#CCCN(C(=O)Nc1ccc(Cl)cc1)c1ccccc1
  0.1, i, i
CCOc1ccccc1N(CC(=O)Nc1ccc(S(=O)(=O)N2CCCC2)cc1)S(C)(=O)=O
  -2.3, i, i
COc1ccc(N2CCN(C(=O)C3CCCN(S(=O)(=O)c4ccc(C)cc4)C3)CC2)cc1 (stereo not given)
  -2.1, i, i
O=C(CCc1nnc(CCCCc2ccccc2)o1)NCCN1CCCCC1=O
  -1.1, i, i
CCCCN=C1SC(C(=O)Nc2sc3c(c2C(=O)OC)CCC3)C(N)=C1C(=O)N1CCOCC1 (stereo not given)
  0.9, i, i
NC(=O)C(c1ccc(Br)cc1)c1ccc(C(=O)c2ccccc2)cc1 (stereo not given)
  -2.0, i, i
CCC1Sc2ccc(S(=O)(=O)CCC(=O)Nc3cc(C)ccn3)cc2NC1=O (stereo not given)
  -1.7, i, i
O=C1CC2(CCCCCC2)Oc2ccc(Cl)cc21
  -0.8, i, i
CC1=Nn2c(nnc2-c2n[nH]c3c2CCC3)SC1
  -0.1, i, i
COc1ccc(CCNC(=O)c2ccc(N3CCCCS3(=O)=O)cc2)cc1OC
  -0.4, i, i
CC(C)N(C(C)C)S(=O)(=O)c1ccc(NN)nc1
  0.1, i, i
O=C1COc2ccc(C(=O)COC(=O)CCSc3ccc(Cl)cc3)cc2N1
  -1.6, i, i
Cc1cccc(C)c1NC(=S)NC(C)CCc1ccccc1 (stereo not given)
  -2.5, i, i
CCOC(=O)C1CCN(c2c(NCCCN3CCN(Cc4ccccc4)CC3)c(=O)c2=O)CC1
  0.3, i, i
COc1ccc(-c2nc(CSCC(=O)NCC3CCCO3)c(C)o2)cc1OC (stereo not given)
  -1.3, i, i
Cc1cccc(N2CC(C(=O)Nc3nnc(SCC(=O)N4CCOCC4)s3)CC2=O)c1 (stereo not given)
  1.3, i, i
COc1ccc(C2C(C(=O)Nc3cccc(C)n3)c3ccccc3C(=O)N2C)cc1 (stereo not given)
  0.1, i, i
Cc1ccc(C(=O)C2=C(O)C(=O)N(Cc3cccnc3)C2c2cccc(Oc3ccccc3)c2)o1 (stereo not given)
  0.9, i, i
CCOC(=O)C/C(C)=N/NC(=O)CNc1cccc(Cl)c1C
  -1.7, i, i
CCn1c(-c2cccn(Cc3ccc(Cl)cc3Cl)c2=O)n[nH]c1=S
  -0.3, i, i

# Additional results:
canonical_smiles	STK33 kinase inh	CHT block	CHT allo act
CCn1cc(CN2CCC(n3nccc3NC(=O)CCOc3ccccc3)CC2)c(C)n1	/	i	i
N#C/C(=C(/O)COC(=O)c1ccccc1O)c1nc2ccccc2s1	-0.2	i	i
CCCN1CCN(CCCNC(=O)c2ccc(CS(=O)c3ccccc3C)o2)CC1 (stereo not given)	-0.1	i	i
Cc1ccc(N(C(=O)c2ccc3c(c2)OCO3)C2C=CS(=O)(=O)C2)cc1C (stereo not given)	0.3	i	i
O=C(/C=C/c1ccccc1)Nn1cnnc1	0.1	i	i
CC(C)OCCCNC(=O)c1ccc2c(c1)ncn2C1CCCC1	2.3	i	i
O=C(CCc1ccccc1)Nc1ccc(NC(=O)C2CCCCC2)nc1	-1.0	i	i
CCSCc1nnc(SCC(=O)Nc2nccs2)n1CC	-0.8	i	i
Cc1cc(C)nc(NC(=O)c2ccc(OC(C)C)cc2)n1	-0.9	i	i
Cc1ccc(S(=O)(=O)CCC(=O)NCCC2=CCCCC2)cc1	-0.9	i	i
COc1ccc(NC(=O)CSc2nc3ccccc3c3nc4ccccc4n23)cc1	0.7	i	i
CCn1cc(C(=O)NCC(=O)NCCCN2CCOCC2)c(=O)c2cc3c(cc21)OCO3	-0.1	i	i
COc1cccc(NC(=S)N2CCN(Cc3ccccc3)CC2)c1	-1.4	i	i
Cc1nc2ncnn2c(C)c1CCC(=O)NC(C)CCc1ccco1 (stereo not given)	0.1	i	i
Cc1ccc(-c2csc(NC(=O)COc3ccc(N(C)S(=O)(=O)c4ccc(C)cc4)cc3)n2)cc1	-1.8	i	i
CCN(CC(=O)Nc1ccc(NC(C)=O)cc1)C(=O)/C=C/c1ccc([N+](=O)[O-])cc1	0.4	i	i
CCCn1c(SCC(=O)NCCc2ccccc2)nnc1-c1ccccn1	1.3	i	i
c1ccc2[nH]c(-c3ccc4c(c3)OCO4)nc2c1	7.7	i	i
Cc1cnc(NC(=O)c2cc3c(C)nn(-c4ccccc4)c3s2)s1	6.0	i	i
CCC1(c2ccccc2)NC(=O)N(CC(=O)N(C)Cc2c(F)cccc2Cl)C1=O (stereo not given)	0.3	i	i

# (further entries)
canonical_smiles	STK33 kinase inh	CHT block	CHT allo act
C[C@H](NC(=O)c1ccccc1Cl)C(=O)OC(C(=O)Nc1cc(C(F)(F)F)ccc1Cl)c1ccccc1 (stereo not given in full)	-0.6	i	i
O=C(NCCO)C1CCN(S(=O)(=O)c2ccc(F)cc2)CC1	-0.5	i	i
COc1cc(/C=C2\SC(=O)NC2=O)ccc1Oc1cnccn1	-0.3	i	i
O=C(CCl)N(CCc1ccccc1)CCc1ccccc1	-1.8	i	i
O=C(O)CSc1nnc(-c2ccc(Cl)cc2Cl)n1-c1ccc(Cl)cc1	-0.6	i	i
O=C1OC(NC(=O)c2ccccc2)C(n2cc(CO)nn2)=C1Cl (stereo not given)	0.1	i	i
O=C(NCc1cccs1)c1ccc([N+](=O)[O-])cc1	-0.3	i	i
O=C1c2ccccc2NC(c2ccccc2)N1CCCN1CCOCC1 (stereo not given)	0.1	i	i
COc1ccc(N2C(=O)CC(S/C(N)=N/N=C(\C)c3cccs3)C2=O)cc1 (stereo not given)	-0.5	i	i
O=C(N1CCCCCC1)N1CCN(C(=O)N2CCOCC2)CC1	-6.8	i	i
O=C(CCNC(=O)C1CCN(S(=O)(=O)c2ccc(F)cc2)CC1)NCCc1cccc(F)c1	-1.3	i	i
C=CCn1c(SCc2nc3ccccc3c(=O)[nH]2)nc2sc3c(c2c1=O)CCCC3	1.0	i	i
CC[C@H](C)[C@H](NC(=O)OCc1ccccc1)C(=O)OCC(=O)N(C)CC(=O)Nc1ccccc1Cl	/	i	i
CC1CC(C)CN(c2ccc([N+](=O)[O-])nc2)C1 (stereo not given)	-1.4	i	i
Cc1ccc(Cn2c(SCC(C)C)nc3c2c(=O)n(C)c(=O)n3C)cc1	-1.8	i	i
COC(=O)c1ccc(COc2cc(C)ccc2C)o1	-2.2	i	i
COc1ccccc1Cn1c(C(C)C)nc2ccccc21	-2.5	i	i
CCN(C(=O)CSc1nc2cc(Cl)ccc2c(=O)n1CC(C)C)C1CCS(=O)(=O)C1 (stereo not given)	-0.4	i	i
CS(=O)(=O)N1CCN(c2ccc(NC(=O)CSc3ccc(Cl)cc3)cc2)CC1	-4.5	i	i
CCOc1ccc(NC(=O)CN(c2ccc(OCC)cc2)S(=O)(=O)c2c(C)[nH]c(=O)[nH]c2=O)cc1	0.1	i	i

# (listing goes on)
canonical_smiles	STK33 kinase inh	CHT block	CHT allo act
CCCN(CCC)CCCNC(=O)c1cc2c(-c3ccc(OC)c(OC)c3)nn(C)c2s1	0.3	i	i
C/C=C/C(=O)N1CC2(CC(c3cccc(NC(=O)CC)c3)=NO2)C[C@H]1C(N)=O (stereo not given in full)	-0.8	i	i
NC(=O)c1cc(C(N)=O)nc(Cl)n1	0.9	i	i
CC1CCCCC1NC(=O)C1CCN(C(=O)c2sccc2-n2cccc2)CC1 (stereo not given)	-2.6	i	i
Cc1ccc(-c2csc(/C=C3\SC(C)C(=O)N3CC(=O)Nc3ccccc3F)n2)cc1 (stereo not given)	-4.4	i	i

# Compounds were not picked by outcome. About 1.5% of those tested had a hit in this group.
